# M1 antag: M1 muscarinic receptor (rat) antagonism | CHO-M1 cells, Fluo-4 calcium, ACh EC80 antagonist mode; active compounds read low | P08482 | B-score at 10 µM | hit rate 3.4% among 64,000;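 active = calcium fluorescence response, raw or row-and-column corrected B-score, differing from the plate sample mean either way at a set confidence level, mostly lower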
# Target sequence (P08482 whole entry, looked up): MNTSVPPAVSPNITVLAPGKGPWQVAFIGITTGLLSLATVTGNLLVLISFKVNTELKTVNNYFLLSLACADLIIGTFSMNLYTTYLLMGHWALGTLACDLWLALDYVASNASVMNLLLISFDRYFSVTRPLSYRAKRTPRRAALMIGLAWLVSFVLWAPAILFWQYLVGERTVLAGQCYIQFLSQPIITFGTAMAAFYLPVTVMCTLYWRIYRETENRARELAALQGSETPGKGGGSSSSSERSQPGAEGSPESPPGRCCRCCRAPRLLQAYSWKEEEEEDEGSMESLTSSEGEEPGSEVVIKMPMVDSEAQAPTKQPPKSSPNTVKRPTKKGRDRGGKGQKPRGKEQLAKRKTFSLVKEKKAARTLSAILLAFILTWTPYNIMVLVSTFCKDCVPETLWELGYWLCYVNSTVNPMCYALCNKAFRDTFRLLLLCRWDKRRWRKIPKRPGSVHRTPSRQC
# S1P3 agonist: S1P3 (human) receptor agonism; hit rate 0.1% among 60,000; S1P3 NFAT-BLA reporter cells, FRET ratio; relative to 1 µM S1P, basal subtracted; Q99500; activation, % at 4.5 µM;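 active = activation above the screen-wide mean plus 3 SD, cut at about 4.5% in these data, passing the limit was not always enough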; also: some compounds called inactive have numbers as strong as hits
#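 Measure – % activation relative to 1 µM S1P (100%), per plate · System – stable CHO line with human S1P3, Gα16, NFAT-BLA reporter · Timing – cells plated overnight, compound 4 h 37 °C, substrate 2 h RT · Technique – fluorescent BLA substrate, ex 405 nm, em 460/535 nm ratio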
# HEK293 NFkB inh: lowers PMA/ionomycin-induced NF-kB signal in HEK293 cells. hit rate 0.21% among 62,000. HEK-293 NF-kB luciferase reporter, luminescence. inhibition, % at 3 µM;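 active = inhibition above the mean of all tested compounds plus 3 SD, cut at about 40% in these data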;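 also: 0% = stimulated DMSO wells and 100% = 10 µM reference inhibitor 5653914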
#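 Reagent: PMA plus ionomycin mix as NF-kB-activating stimulus. Assay system: NF-kB luciferase reporter HEK-293 cells. Technique: luminescence from luciferase substrate reagent. Incubation: 1 h compound pre-incubation, 16 h PMA/ionomycin at 37 °C. Benchmarks: DMSO only as uninhibited control, 10 µM reference inhibitor as full inhibition. Repeats: tested once.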
# Ec RNAP inh: blocks E. coli RNA polymerase transcription; P0A8V2; fluorescence transcription assay; inhibition, %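 (tested at 10 µM)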; hit rate 0.2% among 62,000; AID 559; in the data active = inhibition above about 20%;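 also: 0% = enzyme without compound and 100% = no enzyme blank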
# TNAP act mid DEA: activates human TNAP at intermediate phosphate acceptor concentration. activation factor at 20 µM. purified TNAP, CDP-star luminescence, 100 mM DEA, 30 min; active compounds read high; scale: 0 levamisole-inhibited, 1 vehicle-only enzyme. 64,000 tested, under 10 active. AID 813;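 active = activation factor of at least 2 at 20 µM, relative to controls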
# M1 ag: activates the M1 muscarinic receptor | AID 626 | B-score at 10 µM | hit rate 3% among 64,000 | CHO-M1 cells, Fluo-4 calcium fluorescence, agonist mode; active compounds read high;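 active = fluorescence rise, raw or as B-score row- and column-corrected plate score, outside the 99.7% band of its plate's samples, either direction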
# S1P1 ag-PAM: agonists and agonism potentiators of human S1P1 receptor; S1P1 CRE-bla cells, forskolin, beta-lactamase FRET, potentiator mode; S1P1 agonist co-added at EC20, 2 nM; 100% = saturating reference agonist, 0% = basal; hit rate 0.57% among 56,000; activation, % at 9.5 µM; AID 449;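 active = activation above a cutoff set at the mean activation of all tested compounds plus 3 SD, cut at about 54% in these data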;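 also: forskolin at 4 µM as EC80 and the EC20 agonist is SEW2871; 100% = SEW2871 at its EC100 plus forskolin at EC80; some compounds past the cut are filed as inactive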
# Target sequence (P21453 whole entry, looked up): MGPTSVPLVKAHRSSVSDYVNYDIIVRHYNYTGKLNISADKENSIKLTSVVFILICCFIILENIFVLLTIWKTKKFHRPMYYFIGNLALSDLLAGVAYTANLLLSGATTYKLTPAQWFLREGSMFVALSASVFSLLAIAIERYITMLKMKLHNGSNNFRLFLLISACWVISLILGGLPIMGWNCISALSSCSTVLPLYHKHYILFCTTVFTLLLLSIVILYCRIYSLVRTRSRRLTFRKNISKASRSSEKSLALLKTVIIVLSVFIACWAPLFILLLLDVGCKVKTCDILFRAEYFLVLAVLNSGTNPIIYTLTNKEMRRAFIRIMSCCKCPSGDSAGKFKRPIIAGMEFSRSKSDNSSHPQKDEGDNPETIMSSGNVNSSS
# D1 mod: allosteric modulators of human D1 dopamine receptor; P21728; HEK293 D1, CRE-luciferase, dopamine EC30 potentiation; actives deviate in either direction; B-score at 10 µM; hit rate 5.9% among 58,000; AID 641;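 active = luminescence count or its row- and column-corrected plate score outside the 99.7% band of the plate's sample wells, on either side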
# Jurkat tox 60K: reduces viability or proliferation of Jurkat cells. AID 463. Jurkat E6.1 viability, ATP luminescence, 48 h. inhibition, % at 4 µM. hit rate 1.2% among 56,000;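 active = inhibition above the mean inhibition of all tested compounds plus 3 SD, cut at about 28% in these data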
# Active calls of the source: *; nt = not tested or not shown. Rows were taken by chance; overall some 12% were active at least once.
SMILES,M1 antag,S1P3 agonist,HEK293 NFkB inh,Ec RNAP inh,TNAP act mid DEA,M1 ag,S1P1 ag-PAM,D1 mod,Jurkat tox 60K
CCc1nc(C)c(C#N)c2cc(OC)c(OC)cc12,0.593,-0.5,6.3,4.6,0.9,-0.0828,-60.4,4.44*,-3.8
COc1cc(OC)c(C#N)c(S(=O)Cc2ccccc2)c1 (configuration not stated),0.768,nt,-10.1,10.8,1,0.229,nt,-0.25,nt
COc1ccc(NC(=O)C2CCN(C(=O)NCc3ccccc3)CC2)cc1,0.00347,-0.2,30.9,3.0,0.9,0.192,5.2,-0.137,-13.2
Cn1nnnc1SCC(=O)N(C1CCCCC1)C1CCCCC1,-1.43,2.2,14.0,11.7,0.9,-0.045,-3.8,-0.567,6.2
Cc1ccc(S(=O)(=O)Cc2ccc(C(=O)N3CCCC3)o2)cc1,1.09,-1.0,18.0,4.1,1,1.91,1.3,-0.39,8.4
O=C(COc1cccc2ccccc12)N1CCN(c2ccccn2)CC1,0.0166,-1.7,16.0,-7.3,1,-0.904,-14.3,0.325,8.0
O=c1c2ccccc2cnn1-c1nc2ccccc2s1,0.603,-1.3,77.0*,1.8,0.9,-0.805,23.5,-4.46*,2.5
Cc1csc(NC(=O)C2CCCN(S(=O)(=O)c3cccnc3)C2)n1 (configuration not stated),-0.0123,-1.4,13.7,-0.1,0.9,-0.39,-18.4,-0.612,2.8
CCc1nc(SCC(=O)N2CCCC2)c2ccccc2n1,-0.0084,-0.3,22.0,3.5,0.9,-0.0736,3.4,0.771,5.4
CN1C(=O)c2ccccc2C(C(=O)O)C1c1cn(C)c2ccccc12 (configuration not stated),0.0199,-1.2,15.1,3.3,1,-0.903,12.3,0.225,2.0
Cc1nn(C(=O)C(C)N2C(=O)c3ccccc3C2=O)c(C)c1Br (configuration not stated),0.434,0.2,6.7,5.4,0.9,-0.0106,8.3,3.01,11.1
CCOCCCNc1nc2c(c(=O)[nH]c(=O)n2C)n1CCCc1ccccc1,-0.749,nt,4.8,7.8,0.9,0.734,nt,nt,nt
Cc1ccc2cc(CN(Cc3ccco3)S(=O)(=O)c3c(C)ccc4nsnc34)c(=O)[nH]c2c1,-0.493,0.6,8.2,12.0,0.9,1.92,-0.9,0.289,-3.8
CCc1c(C)nc2ncnn2c1N1CCC(C(=O)NCc2cccc(OC)c2)CC1,0.0585,-1.8,19.3,3.4,0.9,-0.0377,3.6,-0.327,14.6
O=C(Cc1ccc2cccnc2c1)c1ccc(O)cc1O,-0.291,-1.5,14.0,0.0,1,-1.85,8.9,-0.143,11.3
Cc1nnc(SCc2cn3ccsc3n2)n(N)c1=O,0.16,-0.7,12.9,-3.0,0.9,-0.0169,13.5,-0.722,9.0
CCOC(=O)c1sc(NC(=O)c2cccs2)cc1C,0.351,1.0,-27.1,-1.5,0.9,0.463,14.3,2.09,7.1
COc1ccc(S(=O)(=O)Nc2ccc3c(c2)OCO3)cc1Cl,-4.67*,-1.1,0.3,9.1,0.8,-0.552,7.5,1.16,1.8
CCOC(=O)CN(C(=O)CSc1nnc(-c2ccc(OC)c(OC)c2)o1)c1ccc(F)cc1,-0.0862,-0.9,2.8,5.1,0.9,-0.841,-11.9,3.06*,6.6
CCOc1ccc(C(=O)N(CN2CCCC2=O)c2ccc(C)cc2)cc1,0.917,-0.6,5.8,8.8,0.9,0.732,1.0,0.187,-5.3
O=C(CN(Cc1ccccc1Cl)C(=O)Cn1nnc(-c2cccs2)n1)NCC1CCCO1 (configuration not stated),-1.26,0.0,13.0,0.1,0.9,7.71*,10.1,nt,-1.3
Clc1cc(Cl)c2nc(N3CCOCC3)sc2c1,nt,0.0,-8.8,7.6,0.9,nt,-29.8,nt,5.3
CN1CCN(C(=O)c2ccc(-c3nn(C)c(=O)c4ccccc34)cc2)CC1,-0.509,-1.4,18.5,nt,nt,-0.075,0.1,0.696,2.0
CSc1cccc(NS(=O)(=O)c2ccccc2)c1,0.697,-0.5,-9.4,7.4,0.9,1.38,2.3,0.234,9.1
CN(C(=O)c1ccc2c(c1)OCO2)C1(C(=O)NC2CCCC2)CCCCC1,0.105,nt,16.4,7.2,1,0.255,nt,-0.509,nt
Cc1cc(=O)[nH]c(SC/C=C/c2ccccc2)n1,-0.775,nt,12.4,4.6,1,0.46,nt,0.385,nt
Cc1ccc(-n2nc3c(c2NC(=O)c2ccc(OC(C)C)cc2)CS(=O)C3)cc1 (configuration not stated),0.0741,0.4,16.6,4.3,1,-0.229,1.4,0.367,-5.8
COc1ccc(N2CCN(CCCNS(=O)(=O)c3c(C)noc3/C=C/N(C)C)CC2)cc1,-0.409,-0.5,14.3,-3.4,0.9,0.276,7.5,-1.28,10.0
COC(=O)CN(c1cc(OC)ccc1OC)S(=O)(=O)c1ccc(OC)c(OC)c1,-0.371,-3.4,nt,1.6,1,0.25,-9.2,nt,nt
c1ccc(OCc2nc3ccccc3[nH]2)cc1,-0.453,0.1,-25.3,5.2,0.9,-0.127,2.3,-1.22,-3.2
COc1ccc(OC)c(NC(=O)c2cc(S(=O)(=O)NCc3ccco3)ccc2F)c1,-0.823,nt,1.6,3.5,0.9,-0.217,nt,0.523,nt
COc1ccc(-c2nnc(NC(=O)C(C)C)o2)cc1,0.242,-1.4,3.6,4.0,0.9,-0.0974,10.7,0.417,-2.0
CCOc1ccc(-c2[nH]nc3c2C(c2ccc4c(c2)OCO4)C(C#N)=C(N)O3)cc1OC (configuration not stated),0.0234,-0.3,3.3,-6.1,1,-0.412,1.7,2.42*,0.9
Cc1c(C(=O)OCC(=O)N(CCC#N)c2ccccc2)oc2c1ccc1ccccc12,0.252,-1.1,18.4,5.8,0.8,-0.479,12.5,0.344,-6.1
Cc1nnc(NCCc2ccccc2)[nH]c1=O,0.00175,-1.1,-1.2,-1.8,0.9,-0.0349,7.3,-0.111,6.4
CCCn1c(SCC(=O)Nc2nc3c(s2)CCCC3)nc2c1c(=O)n(C)c(=O)n2C,0.629,-1.2,2.2,55.3*,0.9,0.217,-9.3,nt,4.8
CN(C)c1cccc(-c2nnc(SCCCC#N)o2)c1,-0.836,-1.2,-18.1,2.3,0.9,-0.345,7.3,-4.26,5.5
CC(=O)Nc1ccc(S(=O)(=O)Nc2nccc(C3Cc4ccccc4C(=O)O3)n2)cc1 (configuration not stated),0.88,-1.2,12.9,6.9,1,-0.287,18.7,0.0889,-0.6
CC1(C)CC(=O)C(C=Nc2ccc(O)cc2)=C(O)C1,-2.21*,-1.6,21.3,4.4,1,-0.0531,50.9,nt,5.6
CN(Cc1ccccc1)S(=O)(=O)c1ccc(C(=O)Nc2nnc(C3CC3)o2)cc1,0.125,0.1,6.5,3.8,0.9,0.7,29.2,-0.81,100.3*
O=C(N1CCOCC1)C(F)(F)C(=O)N1CCOCC1,0.713,-0.8,7.8,13.6,1,-0.823,-6.5,nt,-10.3
CCC(CC)C(=O)Nc1cccc(C(=O)Nc2ccc3c(c2)OCO3)c1,0.081,-0.5,-6.3,6.5,0.9,-0.418,-0.8,-1.63,-8.2
COc1ccc(-c2nnc(SCC(=O)NC(C)C)n2CC2CCCO2)cc1OC (configuration not stated),0.745,nt,5.2,5.9,0.9,-0.852,nt,nt,nt
Cc1cc(C)nc(N2CCC(C(=O)NCc3cccs3)CC2)n1,-0.192,-0.3,5.1,7.5,1,-0.0112,-2.0,-0.0504,-0.7
O=S(=O)(Nc1nc2ccccc2nc1Nc1ccc2c(c1)OCCO2)c1cccs1,0.00576,-0.3,16.3,5.0,0.9,0.0218,4.4,-1.28,-1.9
COc1ccc(OC)c(NC(=O)CSc2nnnn2-c2ccccc2F)c1,-0.00778,0.0,8.0,9.1,0.8,0.627,2.5,-0.184,-4.3
CCN(CC)CCNC(=O)CCCNC(=O)Cn1cnc2sc(C)c(C)c2c1=O,-0.0316,-0.3,11.5,3.2,0.9,-0.19,-1.8,nt,-2.8
CCC(C)[C@H](NC(=O)NCc1cccs1)C(=O)OC (some centres not stated),0.133,-0.6,1.7,2.5,0.9,0.25,11.2,0.329,2.5
O=C(Nc1ccc(S(=O)(=O)N2CCCC2)cc1)c1ccc(CN2CCOCC2)cc1,-1.07,-0.9,22.5,6.3,1,0.0766,-5.8,-0.63,29.7
Cc1cccn2cc(CNC(=O)CC3CCCC3)nc12,-0.0925,-0.3,-11.1,-5.4,0.8,0.418,-23.1,-0.511,2.5
C=CCOc1ccc(CNc2nn[nH]n2)cc1,1.6,-0.5,9.7,1.9,0.9,-0.0231,6.4,0.152,1.5
CCOc1ccc(NS(=O)(=O)c2ccc3c(c2)oc(=O)n3C)cc1,0.803,-0.3,12.4,10.1,0.9,0.423,6.1,0.0043,2.1
Oc1ccccc1C(=S)N1CCCCC1,-0.0294,-0.9,-4.3,5.6,1,-0.017,-8.1,-1.78,10.7
COc1cc(C(=O)OCC(=O)c2c[nH]c3ccccc23)ccc1OCC(=O)N1CCOCC1,0.595,0.2,12.1,4.1,0.9,-0.104,-2.7,nt,-2.1
O=C(c1ccccc1)n1nc(-c2ccccc2)nc1NCc1ccco1,-0.0276,-0.2,4.5,9.7,0.7,-0.033,10.8,0.287,-8.0
COc1ccc(C2CC(=O)c3c(C)nc(N4CCN(c5ccccc5)CC4)nc3C2)cc1 (configuration not stated),1.07,-0.8,7.1,1.8,0.9,-0.306,6.7,0.0491,-4.4
O=S(=O)(NC1CCCCC1)c1ccc(Cl)s1,-0.437,-0.5,11.6,11.0,1,0.219,-24.8,0.869,1.6
Nc1cc(N)cc(-c2nc3ccccc3o2)c1,0.0122,0.3,1.9,7.9,0.8,0.5,-25.6,-0.67,-2.9
Cn1c(=O)oc2cc(S(=O)(=O)NCCC(=O)NCCc3ccc(Cl)cc3)ccc21,0.567,-0.2,15.5,2.1,0.9,-0.73,7.9,nt,1.0
CCN(C(=O)COC(=O)c1cnc(C)cn1)C1CCCCC1,1.46,1.7,7.9,7.8,1,2.25,8.7,nt,1.4

# Only TNAP act mid DEA, for some of the entries so far:
structure	TNAP act mid DEA
C=CCOc1ccc(CNc2nn[nH]n2)cc1	0.9
CCOc1ccc(NS(=O)(=O)c2ccc3c(c2)oc(=O)n3C)cc1	0.9

# The results go on:
SMILES,M1 antag,S1P3 agonist,HEK293 NFkB inh,Ec RNAP inh,TNAP act mid DEA,M1 ag,S1P1 ag-PAM,D1 mod,Jurkat tox 60K
O=S(=O)(c1cccc(-c2nnc(SCc3nc4ccccc4s3)o2)c1)N1CCOCC1,-0.795,0.8,-20.7,6.8,0.9,0.262,-17.1,0.714,-2.2
c1coc(-c2nc3c4c5c(sc4ncn3n2)CCCC5)c1,0.678,-0.2,3.9,14.3,1,-0.834,nt,0.0991,-0.5
Cc1nc(SCC(=O)Nc2ccc(C)c(F)c2)c2oc3ccccc3c2n1,-0.53,-1.0,-3.0,2.8,1,-0.347,-59.8,1.59,-4.0
CCn1cc(C(=O)NCc2ccco2)c2cc(OC)c(OC)cc2c1=O,-0.00811,nt,18.3,10.0,0.9,0.874,nt,-0.161,nt
CCC(c1nnnn1Cc1ccccc1)N(Cc1ccco1)Cc1cc2cc(OC)ccc2[nH]c1=O (configuration not stated),-0.828,-0.3,12.7,8.5,0.9,0.499,-26.8,nt,16.6

# High-throughput results: PubChem BioAssay, several laboratories
